Compound activity from PubChem.
Mdm2 MdmX PPI: inhibitors of human Mdm2-MdmX association, primary screen, cell-based, luminescence, split luciferase, SaOS-2, uHTS; inhibition, % at 8 µM; SaOS-2 split-luciferase Mdm2/MdmX complementation; Protein Mdm4 (Homo sapiens) + E3 ubiquitin-protein ligase Mdm2 (Homo sapiens), …; actives 3% (n = 330,000);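 active means inhibition of at least 50% at 8 µM in the primary screen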
Target sequence (O15151 whole entry, looked up): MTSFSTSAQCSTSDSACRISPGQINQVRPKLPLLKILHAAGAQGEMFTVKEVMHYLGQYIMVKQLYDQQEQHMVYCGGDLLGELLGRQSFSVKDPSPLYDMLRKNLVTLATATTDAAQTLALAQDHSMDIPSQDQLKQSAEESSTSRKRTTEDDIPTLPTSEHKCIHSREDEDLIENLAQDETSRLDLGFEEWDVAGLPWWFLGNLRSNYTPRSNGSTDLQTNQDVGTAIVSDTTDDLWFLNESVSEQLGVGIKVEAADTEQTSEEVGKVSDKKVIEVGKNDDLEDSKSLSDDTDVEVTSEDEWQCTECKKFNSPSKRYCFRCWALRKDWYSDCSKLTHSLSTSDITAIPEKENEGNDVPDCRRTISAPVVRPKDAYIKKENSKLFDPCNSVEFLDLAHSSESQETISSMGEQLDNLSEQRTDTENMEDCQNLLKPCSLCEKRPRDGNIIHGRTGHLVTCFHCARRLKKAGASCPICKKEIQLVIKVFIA
Target sequence (Q00987 whole entry, looked up): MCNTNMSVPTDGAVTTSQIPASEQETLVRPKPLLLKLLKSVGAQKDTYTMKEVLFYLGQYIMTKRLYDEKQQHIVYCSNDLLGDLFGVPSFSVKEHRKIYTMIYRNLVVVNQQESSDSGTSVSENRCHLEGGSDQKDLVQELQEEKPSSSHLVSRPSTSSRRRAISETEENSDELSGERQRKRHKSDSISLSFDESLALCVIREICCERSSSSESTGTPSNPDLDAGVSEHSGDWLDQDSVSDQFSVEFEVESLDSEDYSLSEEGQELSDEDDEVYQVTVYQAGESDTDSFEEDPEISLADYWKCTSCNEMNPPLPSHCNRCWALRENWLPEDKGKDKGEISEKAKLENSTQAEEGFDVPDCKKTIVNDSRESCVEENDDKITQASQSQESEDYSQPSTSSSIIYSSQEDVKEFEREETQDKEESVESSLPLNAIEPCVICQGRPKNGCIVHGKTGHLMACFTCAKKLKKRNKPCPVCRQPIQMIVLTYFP
tim10-1 inh: growth inhibitors of tim10-1 mutant yeast, primary screen, luminescence, uHTS. S. cerevisiae tim10-1 ts strain growth, BacTiter-Glo, 24 h. inhibition, % at 20 µM. actives 2.2% (n = 330,000). AID 463190, 2010;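 active means inhibition of at least 40%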;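 further: mutant grown at 25 °C; 0% = DMSO wells with yeast and 100% = wells holding no yeast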
UPR XBP1 act: activators of adaptive XBP1 UPR arm, primary screen, cell-based, CHO-XBP1 luciferase reporter, luminescence, uHTS | IRE1-XBP1 UPR activation; percent of tunicamycin response, DMSO as zero | activation, % at 20 µM | actives 0.33% (n = 330,000) | AID 463104, 2010;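 active means versus positive control, 20 µM dose yields 30% or more activation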;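 further: 100% = tunicamycin at 10 µg/mL and 0% = DMSO only wells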
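assay system = CHO-XBP1 luciferase reporter cells | amount = 1000 cells/well | buffer or medium = F12 plus 10% FBS | compound dosing = single point, 20 µM final compound, 1% DMSO | incubation = 16-18 h cell attachment at 37 °C, then 6 h compound exposure | detection = Steady-Glo luminescence read | controls = tunicamycin 10 µg/mL and vehicle-only wells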
Jurkat NFkB inh: inhibitors of induced NF-kB luciferase reporter, primary screen, TCR NF-kB activation inhibitor project, cell-based, luminescence, uHTS; Jurkat, PMA/ionomycin-induced NF-kB luciferase reporter; inhibition, % at 4 µM; actives 0.53% (n = 330,000); in the data active means inhibition above about 50%
CHOP UPR activ: activators of apoptotic CHOP UPR arm, primary screen, cell-based, CHO-CHOP luciferase reporter, luminescence, uHTS; UPR activation; percent of tunicamycin response over DMSO baseline; activation, % at 10 µM; actives 0.34% (n = 330,000); AID 449763, 2010;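 active means at 10 µM dose, activation of 40% or more, normalized to positive control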;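 further: 100% = tunicamycin at 10 µg/mL and 0% = DMSO alone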
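Assay system: CHO cells with stable CHOP pathway luciferase reporter; Buffer or medium: F12 plus 10% serum; Times: 16-18 h cell attachment, then 6 h compound exposure, 37 °C; Signal: luciferase luminescence; Read-out basis: percent activation relative to tunicamycin control; Control set: tunicamycin high control, DMSO low control.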
tim23-1 inh: growth inhibitors of tim23-1 mutant yeast, primary screen, luminescence, uHTS. S. cerevisiae tim23-1 growth, BacTiter-Glo luminescence, 24 h. inhibition, % at 20 µM. actives 1.3% (n = 330,000). AID 463212, 2010;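 active means growth inhibition of the mutant yeast at or above 50%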;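 further: temperature-sensitive mutant grown at 25 °C; plate controls were DMSO-treated mutant yeast for no effect and medium wells lacking yeast for full effect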
TIM10 inh: growth inhibitors of isogenic TIM10 control yeast, primary screen, counter-screen for tim10-1 yeast inhibitor project, luminescence, uHTS; AID 463195, 2010; S. cerevisiae TIM10 strain growth, BacTiter-Glo luminescence, 24 h; actives 1.4% (n = 330,000); inhibition, % at 10 µM;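 active means inhibition of 40% or more at the single tested concentration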;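 further: wild-type TIM10 isogenic control strain grown at permissive 25 °C; 0% = DMSO yeast wells and 100% = minimal medium wells without yeast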
697 NFkB inh: inhibitors of PMA/ionomycin-induced NF-kB reporter, 697 cells, primary screen, B-cell NF-kB inhibitor project, cell-based, luminescence, uHTS; actives 0.33% (n = 330,000); AID 435022, 2010; inhibition, % at 4 µM; 697 B-cell NF-kB luciferase reporter, 16 h; in the data active means inhibition above about 35%
* = called active by the depositor; i = inactive; . = not tested or not shown.

SMILES	Mdm2 MdmX PPI	tim10-1 inh	UPR XBP1 act	Jurkat NFkB inh	CHOP UPR activ	tim23-1 inh	TIM10 inh	697 NFkB inh
CCOC(=O)c1c(C)nc2sc3c(=O)n(-c4ccc(C(C)=O)cc4)cnc3c2c1-c1ccc(OC)cc1	-3	32	15	16	-2.9	37	13	-2
O=C(N/N=C/c1ccco1)c1ccccn1	-20	-11	-2	-6	4.8	0	2	-6
OC(COc1ccc(OCC(O)CN2CCCCC2)cc1)CN1CCCCC1 (stereo not drawn)	13	7	-1	-36	0.8	-2	-2	1
CCOC(=O)c1cnc2c(OC)cccc2c1N1CCN(c2ccccn2)CC1	20	48*	4	3	-0.9	37	20	-23
COc1ccc(/C=N/NC(=O)CN2CCCc3ccccc32)c(OC)c1	-18	22	-2	-22	0.0	21	-2	-12
C=C1C(=O)C=C2CN(C(=O)c3ccccc3)[C@@](Cc3ccc(F)cc3)(C(=O)OC)[C@@H]12	100*	61*	-10	83*	-9.3	49	48*	i
CCc1ccc(C(CC(=O)c2ccc(Cl)cc2)C(=O)O)cc1 (stereo not drawn)	13	-1	-1	-5	-0.9	21	-8	-26
COC(=O)c1ccc(N2CCN(CC(=O)c3ccc(-c4ccccc4)cc3)CC2)c([N+](=O)[O-])c1	18	9	-1	1	-2.6	17	0	-12
CCOc1ccc(N2C(=O)CC(n3nc(C)cc3C)C2=O)cc1 (stereo not drawn)	-4	10	-3	4	-3.5	16	-17	18
Cc1onc(-c2ccccc2)c1C(=O)N1CCN(c2ccc([N+](=O)[O-])cc2)CC1	6	-15	-3	15	0.3	-3	-5	-29
CCOc1ccc(NC(=O)CN2C(=O)NC(CCSC)C2=O)cc1 (stereo not drawn)	36	3	-2	12	-2.1	14	-14	1
O=C(Nc1cccc(-c2ccc(F)cc2)c1)C1CCCN(C(=O)c2cscn2)C1 (stereo not drawn)	-3	25	-8	12	2.6	30	1	-13
CCOC(=O)c1sc(N(Cc2ccccc2)C(=O)CCl)nc1C	65*	20	20	-7	49*	62*	14	7
O=C(Cn1c(NCCCO)nc2ccccc21)c1ccc(Cl)cc1Cl	1	0	-3	-18	-0.2	1	4	-19
Cc1cc(C)nc(N2CCN(C(=O)c3ccc(S(=O)(=O)N4CCCCCC4)cc3)CC2)n1	5	13	-2	12	-0.5	12	20	-4
Cn1c(=O)c2[nH]c(-c3ccccc3Cl)c(O)c2n(C)c1=O	-1	1	2	3	1.6	12	-2	-15
CCNC(=S)N1CCN(S(=O)(=O)c2ccc(C)cc2)CC1	6	24	2	-7	0.1	2	-11	7
CC(C)CN(C(=O)CC1CCCC1)c1c(N)n(Cc2ccccc2)c(=O)[nH]c1=O	1	-2	-1	9	1.1	-4	0	14
O=C(Cc1cccs1)Nc1nnc(Cc2ccc(F)cc2)s1	-23	-4	0	-1	-1.7	-9	-14	9
Cc1nc2sccn2c(=O)c1S(=O)(=O)N1CCN(c2ccccc2)CC1	-31	6	3	1	-0.5	17	6	-12
CC1(C)C2CCC1(CS(=O)(=O)Nc1ccc(S(=O)(=O)NC3CCCCC3)cc1)C(=O)C2 (stereo not drawn)	-8	6	-2	9	4.4	14	1	-3
COc1cc(C=O)ccc1OCCCOc1ccccc1[N+](=O)[O-]	-55	20	3	-47	5.2	16	9	-6
COc1ccc(NC(=O)Nc2c(SC)nsc2SC)cc1	-23	-6	0	2	2.1	-3	4	11
CN(NC(=O)c1ccc(Cl)cc1)c1nc(-c2ccccc2)nnc1C(F)(F)F	21	24	-4	-2	-2.0	21	2	3
O=C1/C(=C/c2ccccc2)NC(=S)N1C(c1ccccc1)c1ccccc1	51*	13	-1	11	-1.8	11	8	1
Cc1ccc(CNCC(=O)Nc2cccc(S(=O)(=O)NC3=NCCCCC3)c2)cc1	7	-4	-5	8	-1.3	5	10	11
O=C(NNC(=O)c1cccc(Br)c1)C(=O)N1CCCCC1	-10	8	-2	7	-2.0	4	12	8
Cc1cccc(NC(=O)c2ccccc2NC(=O)C(C)(C)C)n1	-6	22	-3	-5	0.2	11	-4	-6
Cn1nnnc1SCc1nnc(-c2ccc(Cl)cc2)o1	21	10	2	-6	0.1	-4	5	8
Cc1cccc(N2CCN(C(=O)c3cc(COc4ccc(F)c(F)c4)on3)CC2)n1	-15	32	-1	-12	3.7	41	27	-18
CNC(=S)N/N=C/C1=CCC2CC1C2(C)C (stereo not drawn)	21	15	0	2	-0.4	42	39	-15
COc1cc(CN(CCc2c(C)[nH]c3ccc(C)cc23)C(=S)NC(C)(C)C)cc(OC)c1OC	33	12	-6	19	1.7	16	18	-20
COc1ccc(OCc2nnc(SCC(=O)Nc3ccccc3Cl)o2)cc1	12	-14	-1	17	1.6	-1	3	21
Cc1ccc2[nH]c(=O)c(CN(C)S(=O)(=O)c3cccc4nonc34)cc2c1	-8	2	-4	11	0.7	7	1	-6
COc1ccc(-c2cn[nH]c2-c2ccc(OCC(=O)NN)cc2O)cc1	21	11	-9	-6	0.3	6	11	-7
COC(=O)[C@H](Cc1ccccc1)NC(=O)Cn1cnc(C(=O)Nc2ccc(C)c(C)c2)n1	13	4	1	.	2.2	31	-9	22
O=C(Oc1cc2oc(=O)cc(-c3ccccc3)c2cc1Cl)C1CCCCC1	40	31	1	-4	-4.5	36	13	19
CN(C(=O)c1ccno1)c1nnc(-c2cccnc2)s1	14	1	-1	-9	-0.5	10	-2	16
C/C=C/Cn1c(SCCCc2ccccc2)nc2c1c(=O)[nH]c(=O)n2C	27	15	2	0	2.1	21	-16	-21
OC(COc1ccc2ccccc2c1Br)Cn1cnc(-c2ccccc2)c1 (stereo not drawn)	3	43*	-3	-8	-1.7	8	-6	-9
CC(C)Nc1ccccc1	14	-17	-3	-13	1.3	-12	-1	10
CC(=O)Oc1ccc(N2C(=O)C3C(C2=O)C2(C)C=CC3(C)O2)cc1 (stereo not drawn)	-3	56*	0	-1	4.9	2	83*	-25
COc1ccc(NS(=O)(=O)c2ccc(Cl)c(C(=O)O)c2)cc1S(=O)(=O)N1CCCCC1	-6	-8	-2	6	-2.1	5	5	3
CC1CCN(c2ccc(C(=O)OCC(=O)NCCN3C(=O)CSC3=O)cc2[N+](=O)[O-])CC1	-3	18	-5	2	-0.4	6	12	38*
O=C(Cn1nc(Cc2ccncc2)c2ccccc2c1=O)N1CCN(C(=O)c2ccco2)CC1	-34	-4	2	0	1.0	13	1	-1
O=C(N/N=C/c1ccc2c(c1)OCO2)c1ccc2c(c1)OCCO2	-51	-53	0	-19	3.6	29	15	-35
CC1CCN(C(=O)COC(=O)CCCN2C(=O)c3cccc4cccc(c34)C2=O)CC1	11	18	-2	5	1.8	22	6	-37
Cc1ccnn1-c1ccc(C(=O)N2CCCN(S(=O)(=O)c3ccc(F)cc3)CC2)cc1	2	8	-4	-2	-0.4	19	22	19
O=C(NC1CCCC1)C(c1ccncc1)N(CCCN1CCOCC1)C(=O)c1ccc(-c2ccccc2)[nH]1 (stereo not drawn)	9	-1	-5	0	0.8	4	1	-3
Cc1cc2oc(C(=O)Nc3nonc3C)c(C)c2cc1C	-195	9	3	-97	3.0	9	-7	7
COc1cccc(NC(=O)CN2C(=O)NC(CCc3ccccc3)C2=O)c1 (stereo not drawn)	-46	-5	2	4	2.8	11	2	-7
Cc1ccc(S(=O)(=O)N2CCN(C(=O)c3ccc(-n4cncn4)c([N+](=O)[O-])c3)CC2)cc1	7	-14	0	23	-1.4	2	9	8
CCOc1ccc(NC(=S)N=Nc2c(O)[nH]c3ccccc23)cc1	64*	18	1	9	5.5	23	16	14
Oc1ccc(N=Nc2n[nH]c(-c3ccccc3)n2)cc1	-90	-12	-1	-87	3.8	-11	-3	-161
Nn1c(SCC(=O)Nc2ccc3c(c2)OCCO3)nncc1=O	10	-19	0	-7	1.0	-14	4	-25
COc1ccccc1NS(=O)(=O)c1c(C)[nH]c(C)c1C(=O)N1CCCC1	12	7	-1	3	-2.7	3	5	-4
Cc1ccccc1CC(=O)N1CCCC(CCC(=O)N2CCN(c3ccccn3)CC2)C1 (stereo not drawn)	15	13	0	2	-0.8	23	18	0
Cc1ccc(NC(=O)COc2coc(CN3c4ccccc4CC3C)cc2=O)c(C)c1 (stereo not drawn)	15	9	0	9	1.8	19	7	10
Cc1nonc1OCC(C)(COc1nonc1C)NC(=O)c1ccc(Cl)cc1	21	30	-2	8	-5.4	-3	13	0
Cc1cccc(NC(=O)NCc2ccc3[nH]c(C)cc3c2)c1	-4	-60	0	-5	2.2	2	-11	1

The list goes on.
SMILES	Mdm2 MdmX PPI	tim10-1 inh	UPR XBP1 act	Jurkat NFkB inh	CHOP UPR activ	tim23-1 inh	TIM10 inh	697 NFkB inh
COc1cc(/C=C/C(=O)OCC(=O)NC(=O)NC2CCCCC2)ccc1OC(F)F	16	3	-4	-2	-2.0	-1	5	10
CC(=O)Nc1ccc(NC(=O)C/C(C)=N/NC(=O)C(=O)Nc2ccc(C)c(Cl)c2)cc1	-8	-2	-5	-10	2.4	7	9	-2
COc1cccc(CN(C)C(=O)c2cc(S(=O)(=O)NC3CCCCC3)ccc2C)c1	10	1	-4	5	-0.2	13	3	7
COc1ccnc(N=CNOCc2ccc(Cl)cc2)c1C#N	-3	-7	6	-7	2.2	0	-12	-29
COc1ccc2[nH]c3c(=O)n(Cc4ccc(C(=O)N5CCCCCC5)cc4)c(=S)[nH]c3c2c1	3	-39	8	11	1.8	-21	-16	-7
O=C(NCc1ccc(F)cc1)c1ccc(NC(=O)C2CCCO2)cc1 (stereo not drawn)	11	-6	3	-12	-0.2	3	9	-27
Cc1nn(-c2ccc(Cl)cc2)c(N)c1C(O)(CSc1nccn1C)C(F)(F)F (stereo not drawn)	21	31	0	1	1.2	24	21	-20
CCCCCCN1C=CC=C/C1=C\C=C(C#N)C#N	35	30	-2	15	0.1	28	30	15
O=C(Nc1ccc(F)cc1F)c1sccc1SCc1cccc(C(F)(F)F)c1	-11	3	-2	-8	-0.9	2	-4	4
COc1cc(OC)cc(C(=O)NNC(=O)c2cc(S(=O)(=O)N3CCOCC3)ccc2F)c1	-6	-5	-1	10	-0.7	-6	-3	11
CCOC(=O)c1c(NC(=O)COc2ncnc3sccc23)sc2c1CCC2	15	19	0	-1	-0.3	-2	-12	-20
